miR122 inh = miR-122 inhibition in Huh7 cells; activation (reporter increase), % at 12.5 µM; Huh7 miR-122 Renilla luciferase sensor, 48 h; neutral wells = 0, positive control = 100; actives 0.3% (n = 340,000);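 active = mean replicate activation score at least 90 and every replicate individually at or above 90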;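 note: higher luciferase means less miR-122 activity so hits act as miR-122 inhibitors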
Active calls of the source: *. This is a subset; rates above refer to the full screens.

Molecule | miR122 inh
COc1cc(NC(=O)c2cccs2)c(C(=O)OCC(=O)NC(=O)NC(C)(C)C)cc1OC | -1
Cc1ccc(C(=O)CCNc2cccc(Br)c2)o1 | -6
O=C(CSc1nnc(C2CC2)n1Cc1ccccc1)c1cc2ccccc2o1 | 18
Cc1cc(/C=N/n2cnnc2)c(C)n1-c1ccccc1 | -1
COc1ccc(CN(Cc2nc3ccccc3c(=O)[nH]2)C(=O)NC2CCCCC2)cc1 | 7
CCOCCCNC(=O)CN(Cc1ccc(Cl)cc1)S(C)(=O)=O | -3
Cc1ccc(C(=O)O/N=C\c2ccc(N3CCOCC3)c([N+](=O)[O-])c2)cc1 | 2
CN(c1ccccc1)c1nc(N)c(C#N)c(CC#N)c1C#N | -6

Additional structures follow.
Molecule | miR122 inh
COC(=O)c1cn(NC(=O)C2COc3ccccc3O2)c(=O)c2ccccc12 (configuration not stated) | 0
CSC(=N/N=C(\N)c1cnccn1)SC | -5
Cn1ccnc1SCC(=O)NC1CCCCC1 | -7
Cn1ncc2c(Nc3cccc(C(=O)O)c3)ncnc21 | -5
CCCCC(=O)Nc1ccc(NC(=O)C2CC2)nc1 | 5
CC(=O)c1cccc(NS(=O)(=O)c2c(C)noc2C)c1 | 3
N#C/C(=C\c1ccc(N2CCOCC2)o1)c1nc2ccccc2[nH]1 | -6
Cc1nc2ncnn2c(C)c1CCC(=O)N1CCOCC1 | -4

Other entries
Molecule | miR122 inh
COCCn1c(SCC#N)nnc1-c1ccc(OC)cc1 | 1
CCc1nc(OCCN(CC)CC)c2oc3ccccc3c2n1 | 6
CCCc1nnc(NC(=O)CCC(=O)N2CCN(CCOc3ccc(C)cc3)CC2)s1 | -3
Cc1cc2nc(N)sc2cc1[N+](=O)[O-] | -6
COC(=O)C1=C(C)NC(C)=C(C(=O)OC)C1c1ccc(OC(=O)c2ccco2)cc1 | 0
O=C(c1cc(-c2cccs2)on1)N1CCCCC1 | -3
COc1ccc(NC(=O)C(C)N2c3cccc4cccc(c34)S2(=O)=O)cc1 (configuration not stated) | 7
CCCSc1nc(N2CCOCC2)c2c(c1C#N)CCCC2 | -1

Taken from above:
Cc1nc2ncnn2c(C)c1CCC(=O)N1CCOCC1 in miR122 inh reads -4
COC(=O)C1=C(C)NC(C)=C(C(=O)OC)C1c1ccc(OC(=O)c2ccco2)cc1 in miR122 inh reads 0
O=C(CSc1nnc(C2CC2)n1Cc1ccccc1)c1cc2ccccc2o1 in miR122 inh reads 18

Going on with the list.
Molecule | miR122 inh
N#C/C(=C\c1cn(CCOc2ccccc2)c2ccccc12)C(=O)NCc1cccs1 | 4
Cc1ccc(N2CCN(S(=O)(=O)c3ccc4c(c3)n(C)c(=O)c(=O)n4C)CC2C)cc1 (configuration not stated) | -6
CCOc1cc2c(cc1OCC)C(C(=O)O)C(c1ccc(OC)c(O)c1)N(C)C2=O (configuration not stated) | -1
Cc1nc2cc(NC(=O)Nc3ccc(N4CCOCC4)cc3)ccc2n1C | 2
CCOC(=O)c1nc(Nc2ccc(C)cc2)c2ccccc2n1 | -4
O=C(CN(Cc1ccc(F)cc1)C(=O)c1ccco1)NCc1ccc(F)cc1 | -7
O=C(CSc1nnc(-c2ccco2)n1Cc1ccco1)Nc1ccccc1 | 9
Cc1cc(C)cc(NC(=O)CSc2nnc(CN3CCOCC3)n2C)c1 | -4

(further entries)
Molecule | miR122 inh
O=C(CN1CCC(n2nnc3cc(F)ccc32)CC1)Nc1ccc2c(c1)CCC2 | 12
Cc1ccc(NC(=O)CC(C)N2CCCC2)cc1 (configuration not stated) | 2
CC(=O)Nc1ccc(NC(=O)C2CC(=O)N=C(N)S2)cc1 (configuration not stated) | 0
CCOC(=O)c1cnc(-n2nc(C)cc2C)nc1NCc1ccccc1 | -6
CCOCc1nnc(NC(C)=O)s1 | 1
O=C(O)C1C2C=CC(C2)C1C(=O)NC1CCS(=O)(=O)C1 (configuration not stated) | -6
CC(C)NC(=O)c1ccccc1S(=O)(=O)c1ccccc1C#N | -2
CCN(CC)c1ccc(C(=O)OCC(=O)NC2CCCCC2C)cc1 (configuration not stated) | -5

Remaining list, next part:
Molecule | miR122 inh
N#Cc1cc(-c2ccccc2)nnc1Oc1ccccc1 | -7
Cc1ccc(S(=O)(=O)NCC(=O)OCC(=O)Nc2ncc(Cl)cc2Cl)cc1 | 1
COc1cccc(Cn2cccc(NC(=O)Nc3ccc(C#N)cc3)c2=O)c1 | 3
CCN(CC)C(=O)C1CCCN(c2ccc([N+](=O)[O-])cc2/C=N/NC(=O)c2cccc([N+](=O)[O-])c2)C1 (configuration not stated) | 3
COC(=O)c1ccc(NC(=O)C(=O)N2CCN(C(=S)Nc3ccc(OC)cc3)CC2)cc1 | -7
Cc1ccc(N(CC(=O)Nc2ccc(S(=O)(=O)N3CCOCC3)cc2)S(C)(=O)=O)cc1C | 2
Cc1ccc(Sc2ncccc2C(=O)NC2CCCCCC2)cc1C | 3
Cc1cc(C(F)(F)F)c(C#N)c(N2CCOCC2)n1 | -1

(list continues)
Molecule | miR122 inh
Cc1ccc(NS(=O)(=O)c2ccc(NS(=O)(=O)c3cccs3)cc2)cc1 | 10
CCOC(=O)CC1C(=O)NCCN1S(=O)(=O)c1ccccc1Cl (configuration not stated) | 1
C=CCSc1nc(N(CC)CC)c2sccc2n1 | 0
Cc1cc(C)c2nc(SCC(=O)NCCC3=CCCCC3)cc(C)c2c1 | -16
COc1ccc(C(=O)CN2C(=O)NC(C)(c3ccc(C)cc3)C2=O)cc1OC (configuration not stated) | 8
N#CCSc1nc(-c2ccccc2)cs1 | 12
CCN(Cc1ccccc1)Cc1cccc([N+](=O)[O-])c1 | 4
O=C(NCCN1CCOCC1)c1ccc(Cl)c(S(=O)(=O)N2CCCCCC2)c1 | 1

Remaining list, next part
Molecule | miR122 inh
CC1=C(C#N)C2C(/C1=N/O)C2(C)C (configuration not stated) | -5
Cc1ccc(C2CC(C(F)F)n3ncc(C(=O)Nc4cnn(Cc5ccccc5C)c4)c3N2)cc1 (configuration not stated) | 0
CCC(=O)NC(=S)NNC(=O)c1ccc([N+](=O)[O-])cc1 | 0
COCCNC(=O)Cn1nc(C(F)(F)F)c(Br)c1C | 5
COc1ccccc1Cc1nc2ccccc2n1S(=O)(=O)c1ccc(Cl)cc1 | -1
O=S(=O)(NCC1CCCO1)c1ccc2ccccc2c1 (configuration not stated) | 84
O=C(NCS(=O)(=O)c1ccccc1)c1ccccc1 | -9
COCCNC(=O)C1=C(N)C(C(=O)Nc2ccc(C)c(S(=O)(=O)N3CCCCC3)c2)SC1=Nc1ccc(C)cc1C (configuration not stated) | -1

Remaining list, next part.
Molecule | miR122 inh
COc1cc(OC)cc(C(=O)NCCCN2CCN(CCCNC(=O)c3cc(OC)cc(OC)c3)CC2)c1 | 2
CCCC1(C(=O)OCC)NC(c2ccc(OC)cc2OC)C2C(=O)N(c3ccccc3)C(=O)C21 (configuration not stated) | 6
COC(=O)C(NNc1ccccc1C)(NC(=O)c1ccc(F)cc1)C(F)(F)F (configuration not stated) | 12
CCOC(=O)CSc1ncc(OC)c(=O)[nH]1 | -13
COc1cccc(-n2ccnc2SCC(=O)NCc2ccccc2)c1 | -7
COC(=O)c1sc(N2C(=O)C(O)=C(C(=O)c3ccc(C)o3)C2c2ccc(F)cc2)nc1C (configuration not stated) | -3
Nc1[nH]nc2nc(N3CCCC3)nc(-c3ccccc3)c12 | 0
CS(=O)(=O)N(CC(=O)N1CCCCC1)C1CCCCC1 | -4

Remaining list, next part.
Molecule | miR122 inh
Cc1ccc(-c2cn(S(=O)(=O)c3ccc(C)cc3)nc2N)cc1 | 10
CCc1ccc(N=CC2=C(O)CC(c3ccco3)CC2=O)cc1 (configuration not stated) | 1
CCOC(=O)N(C)c1ccc(C(O)(C(F)(F)F)C(F)(F)F)cc1 | 0
COc1ccccc1NC1=NC(C)(C)N=C(N)N1 | -10
C[C@]12C=CC(=O)C=C1CCC1C3CC[C@](O)(C(=O)CO)[C@@]3(C)CC3OC312 (some centres not stated) | 4
CCN1CCN(C(c2ccccc2OC)c2nnnn2C2CCCCC2)CC1 (configuration not stated) | 0
CCCSC1=C(C#N)C(c2ccccc2OCC)CC(=O)N1 (configuration not stated) | -6
CCOc1ccc(CC(=O)Nc2ccc(S(=O)(=O)Nc3cc(C)on3)cc2)cc1OCC | -4

Ordered by the number under miR122 inh (rising): four of the compounds above.
smiles,miR122 inh
CCOC(=O)CSc1ncc(OC)c(=O)[nH]1,-13
COC(=O)c1ccc(NC(=O)C(=O)N2CCN(C(=S)Nc3ccc(OC)cc3)CC2)cc1,-7
CCCc1nnc(NC(=O)CCC(=O)N2CCN(CCOc3ccc(C)cc3)CC2)s1,-3
O=C(CSc1nnc(C2CC2)n1Cc1ccccc1)c1cc2ccccc2o1,18

Remaining list, next part:
Molecule | miR122 inh
COc1ccc(/C=C2/SC(=S)N(CCC(=O)O)C2=O)cc1 | -16
Cc1ccc(SCCC(=O)NCc2ccco2)cc1 | -5
NC(=O)CSc1nnnn1CC(CC(=O)O)c1ccccc1 (configuration not stated) | -6
Cc1ccc(N(C)S(=O)(=O)c2ccc(C)cc2)cc1 | -1
CCc1ccccc1NC(=O)CSc1nc2n[nH]c(C)c2c(=N)n1-c1ccc(OC)cc1 | -2
O=[N+]([O-])c1ccc(N2CCN(S(=O)(=O)c3ccc4ccccc4c3)CC2)cc1NCc1ccco1 | -4
COc1ccccc1N1CCN(C(=O)c2cc(-c3ccc(C)cc3)on2)CC1 | 0
Clc1ccc(-c2onc3c2CCCC3)cc1 | -3

Further entries.
Molecule | miR122 inh
N=c1sccn1CC(=O)Nc1ccccc1Oc1ccccc1 | -6
C=CCn1c(COc2ccc(CC)cc2)nnc1SCC(=O)NC1CCS(=O)(=O)C1 (configuration not stated) | 0
CCOC(=O)CSc1nnc(-c2ccccc2NC(=O)c2ccccc2)o1 | -8
Cc1nn(CC(O)c2ccccc2)c(C)c1Br (configuration not stated) | -4
OC1(c2cccc(C(F)(F)F)c2)CCN(Cc2nnnn2CCc2ccccc2)CC1 | -4
CC1CN(C(=O)N2c3ccccc3Sc3ccccc32)CC(C)O1 (configuration not stated) | 10
COc1ccc(-c2ccc(-c3noc(-c4cccs4)n3)c(OC)n2)cc1 | 3
CN=C1N(C)C[C@@H]2[C@@H]3C(=O)N(C)C(=O)[C@@H]3[C@](Cc3ccccc3)(C(=O)OC)N12 | -1

More structures:
Molecule | miR122 inh
CC1CN(C(=O)CSc2ncnc3sccc23)CC(C)O1 (configuration not stated) | -9
CC1CN(c2ccc(C(F)(F)F)cc2[N+](=O)[O-])CCN1S(C)(=O)=O (configuration not stated) | 0
Cc1ccc(S(=O)(=O)NC(CC(N)=O)C(=O)O)cc1 (configuration not stated) | 2
CC(=O)c1c(N2CCN(c3cccc(Cl)c3)CC2)nc(=S)n(-c2ccccc2)c1C | 2
CCOc1ccc(C2CC(=O)c3c([nH]c(C(=O)OC)c3C)C2)cc1OC (configuration not stated) | 1
CC(C)(C)C(=O)Nc1ccc(Oc2ccc3c(c2)C(=O)N(c2ccc(O)cc2)C3=O)cc1 | 3
CN(CCO)c1ccc([N+](=O)[O-])cc1C(=O)O | 0
CC(=O)Nc1cc(OC(=O)c2ccco2)cc(OC(=O)c2ccco2)c1 | 0

Of the compounds above, six have an NH in an aromatic ring:
Molecule | miR122 inh
COc1ccc(CN(Cc2nc3ccccc3c(=O)[nH]2)C(=O)NC2CCCCC2)cc1 | 7
N#C/C(=C\c1ccc(N2CCOCC2)o1)c1nc2ccccc2[nH]1 | -6
CCOC(=O)CSc1ncc(OC)c(=O)[nH]1 | -13
Nc1[nH]nc2nc(N3CCCC3)nc(-c3ccccc3)c12 | 0
CCc1ccccc1NC(=O)CSc1nc2n[nH]c(C)c2c(=N)n1-c1ccc(OC)cc1 | -2
CCOc1ccc(C2CC(=O)c3c([nH]c(C(=O)OC)c3C)C2)cc1OC (configuration not stated) | 1

Next part:
Molecule | miR122 inh
Cc1sc2nc3n(c(=O)c2c1C)NC(=O)CC3 | 1
C=CCn1c(SCC(=O)Nc2c(C)n(C)n(-c3ccccc3)c2=O)nc2scc(-c3ccccc3)c2c1=O | 2
Nc1ncnc(Nc2cccc(C(F)(F)F)c2)n1 | -3
CC(C)(C)c1n[nH]c(=S)n(N)c1=O | -8
COCCOC(=O)c1[nH]c2c(c1C)C(=O)CC(c1ccccc1)C2 (configuration not stated) | 72
O=C(CN1CCSCC1)c1c[nH]c2ccccc12 | 2
CCOC(=O)C1(C)NC(c2ccc(N(C)C)cc2)C2C(=O)N(c3ccc(OC)cc3)C(=O)C21 (configuration not stated) | 5
OCCNc1nc(OCC(F)(F)F)nc(N2CCN(C34CC5CC(CC(C5)C3)C4)CC2)n1 | 10

New compounds follow.
Molecule | miR122 inh
FC(F)(F)c1cccc(NC(=S)NCCc2ccccn2)c1 | 249*
Cc1ccc(CN2C(=O)C(C)(C)Oc3ccc(C(=O)N4CCCCC4)cc32)cc1 | 318*
CCOC(=O)CSC1=NC(=O)/C(=C\c2ccc(Cl)cc2)S1 | -7
Cc1cccc(OCCCCc2c(C)n[nH]c2C)c1 | 5
CCc1nnc(NC(=O)C2CCN(c3cnccn3)CC2)s1 | -5
N#C/C(=C1/CCCCCN1)c1nc2ccccc2s1 | 7
Cc1cc(NC(=S)N(CCCN2CCOCC2)Cc2ccco2)ccc1Cl | 19
COCCN(C(=S)Nc1cc(C)cc(C)c1)C(C)c1cccnc1 (configuration not stated) | -7

Next entries follow:
Molecule | miR122 inh
CCOC(=O)C1C(=O)NC(N2CCN(c3ccccc3)CC2)=NC1c1ccccc1 (configuration not stated) | 15
CCOC(=O)N1CCN(C(=O)CSc2nnc(-c3cccc(OC)c3)o2)CC1 | 0
O=C(O)C1CC1c1ccc(Br)cc1 (configuration not stated) | 0
OCCCNc1nc(-c2ccc(Cl)cc2)nnc1-c1ccccc1 | -4
CN(C)CCOCCOc1ccccc1-c1ccccc1 | -4
c1ccc2c(c1)[nH]c1c(N3CCN(C4CCCCC4)CC3)ncnc12 | 9
O=C1CCC/C(=N/NC(=O)c2ccc(CN3c4cccc5cccc(c45)S3(=O)=O)cc2)C1 | 5
CC(C)(C)N1CC(c2nc3ccccc3n2Cc2ccc(Cl)cc2)CC1=O (configuration not stated) | 1
COc1ccc(C(=O)CSc2nnc(C3CCCCC3)n2N)c(OC)c1 | 16

Screens from PubChem.
